TEAD-YAP block: TEAD-YAP interaction inhibition. inhibition, % at 9.12 µM. actives 1.4% (n = 640,000). HEK-TIYL cells, TEAD-Gal4/YAP UAS-luciferase luminescence. AID 1259422; in the data active = inhibition above about 32%;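 also: 0% = median of test compound wells and 100% = reference inhibitor wells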
FBW7 act: activators of human E3 ligase FBW7 | Q969H0 | AlphaScreen FBW7–phospho-cyclin E peptide binding, activator screen | normalized activity (activation), % at 26.1 µM | actives 0.13% (n = 650,000) | AID 1259310; in the data active = normalized activity above about 1.9%;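 also: purified mutant Fbw7 with reduced substrate affinity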
Target sequence (Q969H0 whole entry, looked up): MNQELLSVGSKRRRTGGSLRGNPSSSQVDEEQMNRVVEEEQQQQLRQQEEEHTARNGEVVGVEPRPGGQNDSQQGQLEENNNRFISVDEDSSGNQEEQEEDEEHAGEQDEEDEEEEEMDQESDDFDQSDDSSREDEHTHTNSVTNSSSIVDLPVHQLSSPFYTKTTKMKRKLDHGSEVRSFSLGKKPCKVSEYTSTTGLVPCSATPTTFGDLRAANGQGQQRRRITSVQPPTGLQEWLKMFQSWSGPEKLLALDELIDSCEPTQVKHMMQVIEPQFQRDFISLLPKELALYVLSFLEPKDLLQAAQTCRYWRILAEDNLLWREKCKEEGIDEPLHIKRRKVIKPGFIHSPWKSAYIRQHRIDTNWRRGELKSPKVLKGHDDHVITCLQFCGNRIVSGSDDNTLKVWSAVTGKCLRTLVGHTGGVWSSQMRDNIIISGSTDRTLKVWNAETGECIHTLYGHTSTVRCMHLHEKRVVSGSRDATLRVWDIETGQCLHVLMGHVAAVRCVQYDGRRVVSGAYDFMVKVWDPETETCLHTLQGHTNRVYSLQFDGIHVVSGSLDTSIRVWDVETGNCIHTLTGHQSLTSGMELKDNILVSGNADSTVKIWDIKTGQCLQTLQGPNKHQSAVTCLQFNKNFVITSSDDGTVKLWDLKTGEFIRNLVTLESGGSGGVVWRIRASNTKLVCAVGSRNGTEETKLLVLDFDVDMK
GPR151 activ: activators of human GPR151; Q8TDV0; PathHunter beta-arrestin GPR151 cells, luminescence; AID 1508602; actives 1% (n = 650,000); activation, % at 11.2 µM; in the data active = activation above about 4.9%;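 also: 0% = median of compound wells and 100% = cells with positive control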
Target sequence (Q8TDV0 whole entry, looked up): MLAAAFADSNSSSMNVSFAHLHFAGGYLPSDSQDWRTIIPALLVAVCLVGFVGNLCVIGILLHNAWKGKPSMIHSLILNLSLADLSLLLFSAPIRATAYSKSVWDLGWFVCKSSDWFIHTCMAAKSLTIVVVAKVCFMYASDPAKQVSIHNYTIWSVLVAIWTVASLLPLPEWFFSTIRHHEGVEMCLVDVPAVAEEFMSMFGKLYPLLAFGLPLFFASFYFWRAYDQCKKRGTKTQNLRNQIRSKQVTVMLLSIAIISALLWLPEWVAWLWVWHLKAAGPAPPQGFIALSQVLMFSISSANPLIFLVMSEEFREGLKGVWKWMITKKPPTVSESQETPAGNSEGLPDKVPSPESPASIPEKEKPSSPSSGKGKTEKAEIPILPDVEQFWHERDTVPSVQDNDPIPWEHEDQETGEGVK
MITF primary: human MITF inhibition, primary screen; AID 1259374; inhibition, % at 2.6 µM; actives 0.91% (n = 650,000); AlphaScreen MITF homodimerization, bead proximity signal; in the data active = inhibition above about 50%;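 also: 0% = vehicle wells with protein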
The depositor's hits bear a star.

SMILES	TEAD-YAP block	FBW7 act	GPR151 activ	MITF primary
Cc1cc(OCC(=O)Nc2nc(C)c(C)s2)c(C)cc1Br	-31	0.1	-0.5	14
CCc1ccc(NC(=O)CSc2nc3c(sc(=S)n3-c3cc(C)ccc3F)c(=O)n2-c2ccc(C)cc2)cc1	16	0.5	1.0	13
NS(=O)(=O)c1ccc(NC(=O)COC(=O)c2cnccn2)cc1	5	0.3	-0.4	2
Nc1cc(-n2cnnn2)ccc1Oc1ccc(-n2cnnn2)cc1N	-4	-0.1	-0.4	-5
CCc1nc2sccn2c(=O)c1C(=O)N(C)Cc1ccccc1	3	-0.2	1.4	-6
O=C(NCc1cccc(C(F)(F)F)c1)c1ccnc(Nc2ccc3ncccc3c2)c1	8	0.6	1.9	-10
Cc1cc(-c2cnc(N3CCCCC3)nc2C2CCN(C(=O)Cn3ccnc3)CC2)on1	-19	0.6	1.3	3
Cc1ccc2c(c1)sc1nc(-c3cc4cc(Cl)ccc4oc3=O)cn12	-1	0.0	-0.6	-10
N#CC1=C2N=C(N)c3c(sc4c3CCCCC4)N2C2=C(C(=O)CCC2)C1c1ccc2c(c1)OCO2 (stereo not given)	6	0.0	-0.5	7
Cc1ccc(C(=O)N2C(=O)c3cccc(N)c3C2=O)cc1NC(=O)c1ccco1	-5	-0.1	0.7	-7
O=C(Nc1cc(Cl)ccc1O)c1cc(-c2ccc3c(c2)OCO3)on1	-4	-0.2	-0.7	-1
Cc1cc(N2CCN(c3ccccc3Cl)CC2)nc(-n2cc([N+](=O)[O-])cn2)n1	0	1.0	-0.9	17

Profiles, quoted from the list. Values in the order: TEAD-YAP block | FBW7 act | GPR151 activ | MITF primary
Listed for Cc1ccc(C(=O)N2C(=O)c3cccc(N)c3C2=O)cc1NC(=O)c1ccco1 : -5 | -0.1 | 0.7 | -7
Listed for CCc1ccc(NC(=O)CSc2nc3c(sc(=S)n3-c3cc(C)ccc3F)c(=O)n2-c2ccc(C)cc2)cc1 : 16 | 0.5 | 1.0 | 13
Listed for Nc1cc(-n2cnnn2)ccc1Oc1ccc(-n2cnnn2)cc1N : -4 | -0.1 | -0.4 | -5
Listed for Cc1cc(N2CCN(c3ccccc3Cl)CC2)nc(-n2cc([N+](=O)[O-])cn2)n1 : 0 | 1.0 | -0.9 | 17
Listed for Cc1ccc2c(c1)sc1nc(-c3cc4cc(Cl)ccc4oc3=O)cn12 : -1 | 0.0 | -0.6 | -10

(list continues)
SMILES	TEAD-YAP block	FBW7 act	GPR151 activ	MITF primary
COc1cc(/C=C2\C(=O)NC(=O)N(Cc3ccccc3)C2=O)ccc1OCC(N)=O	2	0.0	0.0	-1
NC(=O)Cn1nnc(-c2ccc(NC(=O)c3ccccc3F)cc2)n1	-55	-0.3	-1.3	-2
COc1cc2c(cc1OC)C(C(=O)Nc1cccc(C)n1)C(c1cccnc1)N(C)C2=O (stereo not given)	9	0.7	-0.7	-3
O=C(CC1NC2CCCCC2NC1=O)Nc1ccc2c(c1)OCO2 (stereo not given)	0	-0.2	-0.9	-11
Cc1nc2sc(C(=O)OCc3ccccc3)c(N)c2c(C)c1C	-33	0.3	-1.8	-1
COc1ccc(-c2c3c([nH]c(=S)c2C#N)CCC3)cc1	5	0.0	0.4	-1
COc1ccccc1Nc1nc(C)nc2sc(C)c(C)c12	-12	0.0	1.5	-7
Cn1c(=O)c2nc(NCCO)cnc2n(C)c1=O	3	-0.1	-0.6	6
CCC(=O)NC(=S)Nc1ccccc1C(=O)OC	3	-0.1	-1.0	-3
O=C(NCc1ccc2c(c1)OCO2)c1cc(COc2ccc3ncccc3c2)on1	35*	0.1	1.2	4
O=C(NCCCN1CCCC1=O)c1cncc(-c2ccccc2)c1	-13	0.0	-2.1	13
CCOC(=O)C1(CCSC)NC(c2ccco2)C2C(=O)N(CC)C(=O)C21 (stereo not given)	-2	0.0	-1.1	12
CCOC(=O)C1=C(C)N=c2s/c(=C/c3ccc(OC(C)=O)cc3)c(=O)n2C1c1ccc(OC(C)=O)c(OC)c1 (stereo not given)	0	0.2	0.3	15
COc1cc(Nc2ccnc(Nc3cccnc3)n2)cc(OC)c1OC	-20	-0.1	-0.1	6
COc1ccccc1NC(=O)Nc1ccnn1C1CCN(C(=O)c2cccnc2C)CC1	-5	0.0	-0.9	2
Cc1cc(C)c(N2CCN(C(=O)c3cc4cc(Br)ccc4oc3=O)CC2)c(C)c1	-2	0.1	1.6	-7
CCOC(=O)c1c(N/N=C(\C)c2ccc(Br)cc2)n[nH]c1C	-12	0.0	-0.4	8
CC1(C)C(=O)OC(C#Cc2ccccc2)C(C)(C)C1=O (stereo not given)	-2	0.9	-0.7	3
O=C(Nc1ccc(-c2nc3ccccc3o2)cc1)c1cc2nc(-c3cccs3)cc(C(F)(F)F)n2n1	15	-0.1	0.6	8
O=C(Cn1c(=S)[nH]c2ccccc2c1=O)N(CCO)Cc1ccccc1	-2	0.0	-0.6	63*
CCc1ccccc1N(C(=O)c1cccc(F)c1)C1C=CS(=O)(=O)C1 (stereo not given)	-5	0.0	-0.1	9
COc1cccc(C(=O)Nc2cccc(-c3csc(C)n3)c2)c1	4	-0.1	-0.2	12
O=C(NCC(c1ccco1)S(=O)(=O)c1ccccc1)Oc1ccccc1 (stereo not given)	-1	-0.1	0.5	3
CN(C)CCCNC(=O)c1ccc(C(=O)NCCCN(C)C)cc1	10	0.0	0.8	-18

Shown as labelled records: 4 of the compounds above
CCOC(=O)C1=C(C)N=c2s/c(=C/c3ccc(OC(C)=O)cc3)c(=O)n2C1c1ccc(OC(C)=O)c(OC)c1 (stereo not given)
  TEAD-YAP block: 0	FBW7 act: 0.2	GPR151 activ: 0.3	MITF primary: 15

COc1cc(Nc2ccnc(Nc3cccnc3)n2)cc(OC)c1OC
  TEAD-YAP block: -20	FBW7 act: -0.1	GPR151 activ: -0.1	MITF primary: 6

COc1ccccc1NC(=O)Nc1ccnn1C1CCN(C(=O)c2cccnc2C)CC1
  TEAD-YAP block: -5	FBW7 act: 0.0	GPR151 activ: -0.9	MITF primary: 2

Cc1cc(C)c(N2CCN(C(=O)c3cc4cc(Br)ccc4oc3=O)CC2)c(C)c1
  TEAD-YAP block: -2	FBW7 act: 0.1	GPR151 activ: 1.6	MITF primary: -7

More entries
SMILES	TEAD-YAP block	FBW7 act	GPR151 activ	MITF primary
Cc1ccc(OCc2cc(C(=O)N(C)C3CCCc4ccccc43)no2)cn1 (stereo not given)	27	0.3	4.2	5
Cc1ccc(NC(=O)C2C3C=CC4(O3)C2C(=O)N(Cc2ccccc2)C4C(=O)NC2CCCCC2)cc1C (stereo not given)	-5	0.2	-0.7	8
Cc1ccc(NC(=O)c2cc(S(=O)(=O)NCc3ccc(F)cc3)ccc2F)cc1C	-1	-0.1	0.4	11
CC1=C(C(=O)Nc2ccccc2)C(c2ccc(F)cc2)n2c(s/c(=C\c3cccs3)c2=O)=N1 (stereo not given)	-8	0.0	0.0	-7
CCc1ccccc1N1C(=O)C2CCC(C)(C1=O)C2(C)C (stereo not given)	-5	0.0	-0.8	7
CCc1ccc(-n2cnc3cc(C(=O)N4CCOCC4)ccc32)cc1	-37	0.0	1.1	11
COc1ccc(C(=O)N[C@H]2C[C@H]3C(=O)N[C@@H](CCCCN)C(=O)N3C2)cc1	3	0.1	0.3	12
O=C(Nc1cccc(F)c1)Nc1ccc2c(c1)OCCO2	-79	0.2	-3.1	12
CCOC(=O)C1=C(C)N(CC(C)C)C(=O)/C1=C\c1ccc(C(=O)O)cc1	-10	0.0	0.0	2
CCSc1nnc(NC(=O)C2CCCCC2C(=O)O)s1 (stereo not given)	3	-0.2	1.1	3
COc1ccc(/C=C2/SC(N)=NC2=O)cc1O	22	0.2	0.2	-1
COc1ccc(-c2nnc3c4cc(OC)c(OC)cc4n(Cc4ccccc4)cc2-3)cc1	2	0.1	1.6	-3
COc1ccc(Cl)cc1-n1c(=S)sc2c(=O)n(-c3ccc(F)cc3)c(SCC(=O)N3CCCC3)nc21	0	-0.1	0.8	14
Cc1cc(N)nc(N2CCN(Cc3ccc4c(c3)OCO4)CC2)n1	4	-0.1	-0.5	13
Nc1cccc2c1C(=O)N(C(=O)CCN1C(=O)c3ccccc3C1=O)C2=O	-4	0.0	0.5	-6
CCn1c(-c2csc(C)c2C)n[nH]c1=S	0	0.0	0.3	-19
Cn1c(SCC#N)nnc1-c1ccccc1	-10	1.2	-1.3	-1
COc1ccc(CN2CCN(Cc3ccc(C)cc3)C(CCO)C2)cc1OC (stereo not given)	7	0.1	0.6	8
CC1C=CCC2C(=O)N(c3cccc(Cl)c3)C(=O)C12 (stereo not given)	-2	-0.1	-1.4	-15
c1coc(CNC2CCCCCCC2)c1	0	-0.1	-0.6	28
COc1cc(/C=N/NC(=O)COc2ccccc2)ccc1OC(C)=O	1	0.0	-1.5	14
Cc1nc(C)n(-c2ccc(Nc3nccc(N(CCO)Cc4ccccc4)n3)cc2)n1	51*	-0.1	0.7	-6
COc1cc(/C=N/NC(=O)c2ccc(C)cc2C)cc(OC)c1O	-5	-0.1	0.6	-4
Cc1nc(C(C)NC(=O)CCc2nnc(COc3ccccc3)o2)c(C)s1 (stereo not given)	-15	0.3	1.6	-4
COc1ccc(OC)c(/C=N/NC(=O)C(=O)Nc2cccc(C(F)(F)F)c2)c1	3	0.2	-0.9	-15
N#C/C(=C\c1ccccc1)C(=O)Nc1nc2ccccc2s1	5	-0.1	-0.6	-7
CCOC(=O)N1CCC2(CC1)OCc1cc(-c3ccc(C(=O)N(C)C)cc3)ccc1O2	11	0.0	3.4	-1
O=C(COc1ccc(Cl)cc1Br)N/N=C/c1cccnc1	4	0.0	-0.5	4
O=C(CCN1C(=O)C2C3C=CC(C3)C2C1=O)Nc1c(F)cccc1F (stereo not given)	6	-0.1	-0.4	8
O=C(CN1CCCC1)N1CCN(c2ccccc2)CC1	11	0.1	-1.1	17
C=Cc1ccc2c(c1)CC(c1nc3ccc(-c4ccnc(N)n4)cc3[nH]1)CO2 (stereo not given)	12	0.2	2.2	12
COc1ccc(N2CCN(C(=O)Cn3cnc4c([nH]c5ccc(C)cc54)c3=O)CC2)cc1	12	-0.1	4.3	8
COc1ccccc1N1CCN(C2CCCN(C(=O)CSc3ncccn3)C2)CC1 (stereo not given)	2	-0.5	1.2	-6
CCC(=O)N1c2ccccc2-c2nnc(SC)nc2OC1c1ccc(-c2cccc(Br)c2)o1 (stereo not given)	-3	-0.1	-0.9	-4
C/C(CC(=O)Nc1ccccc1Cl)=N\NC(=O)C(=O)NCCO	-4	0.3	0.8	-5
Cc1ccc(NC(=O)Cn2c(=O)n(Cc3ccccc3Cl)c(=O)c3cccnc32)cc1	5	-0.1	1.2	2
Cc1cc(C)c(S(=O)(=O)N(CC(=O)NCc2ccncc2)Cc2ccccc2)c(C)c1	-24	-0.2	-0.6	11
COc1ccc(CC2(CCC(=O)NCc3ccccc3F)CCC(=O)N2)c(F)c1 (stereo not given)	9	-0.2	0.9	-2
CC(C)OC(=O)C1=C(N)OC2=C(C(=O)CCC2)C1c1ccc(F)c(F)c1 (stereo not given)	0	-0.1	-0.6	9
O=C(CC1SC2=NCCN2C1=O)Nc1ccccc1 (stereo not given)	-7	0.2	0.1	6
Cc1cc(Nc2ccc3c(c2)OCO3)nc(Nc2nc3ccccc3n2C)n1	0	-0.1	7.4*	-10
CCCN(CCC)S(=O)(=O)c1ccc(NC(=O)c2ccc(OCC)cc2)cc1	22	0.0	0.8	10
CCN(CCO)CCn1c(Cc2ccccc2)nc2c1c(=O)n(C)c(=O)n2C	8	0.1	-0.7	16
O=C(NCc1ccc2c(c1)OCO2)c1cc([N+](=O)[O-])ccc1Cl	20	-0.1	0.2	-8
CCOc1ccc(C(=O)Nc2ccc(OC)c(Cl)c2)cc1	-22	0.0	-8.1	4
Cc1ccc(C(=O)N/C(=C\c2ccco2)C(=O)Nc2ccccc2)cc1C	-10	0.1	5.6*	0
COC(=O)c1c(NC(=O)c2ccc(-c3ccccc3)cc2)sc(Cc2ccccc2)c1C	-15	0.1	0.7	5
O=C(c1nn2c(C(F)(F)F)cc(-c3cccs3)nc2c1Br)N1CCN(C(c2ccccc2)c2ccccc2)CC1	0	-0.1	-0.6	-2
CCc1ccc(C(=O)NC2CCCCC2)s1	-14	0.0	-2.0	2
CN(C)c1ccc(NC(=O)CSc2nc3ccccc3c(=O)n2Cc2ccccc2)cc1	-6	0.2	-1.5	3
O=C(CCC(=O)N1CCOc2ccccc21)NC1CCCCCC1	-12	0.0	-0.9	-6
CCn1nc(C)cc1C(=O)Nc1nc(-c2cccs2)cs1	-22	0.0	2.1	9
COc1ccc(-n2c(COc3cccc4cccnc34)nnc2SCC(N)=O)cc1	3	-0.1	-0.1	-1
CCOC(=O)c1sc(NC(=O)c2ccc([N+](=O)[O-])o2)c(C#N)c1C	24	0.4	-0.8	8
N#CC(c1nc2ccccc2nc1N1CCOCC1)S(=O)(=O)c1ccccc1 (stereo not given)	11	0.0	-0.2	5
Fc1ccc(C(c2nnnn2C2CCCCC2)N2CCN(Cc3ccncc3)CC2)cc1 (stereo not given)	-12	0.1	0.0	-4
Clc1cccc(-n2cc(-c3ccccc3)c3c(NCc4ccccc4Cl)ncnc32)c1	-15	0.0	0.0	-10
O=C(c1cccc([N+](=O)[O-])c1)N1CCN(S(=O)(=O)c2ccc(F)cc2)CC1	7	0.0	3.6	1
COc1ccc(Cl)cc1C(=O)N1CCN=C1SCc1cccnc1	-10	0.5	-0.3	7
CCN(CC)S(=O)(=O)c1ccc(-c2nnc(SC)o2)cc1	-10	0.1	0.3	13
Cc1ccccc1-n1c(SCC(=O)N2CCOCC2)nnc1-c1cccnc1	-3	0.3	0.2	-15
CCOc1ccccc1C1NC(=O)NC(C)=C1C(=O)OCCOC (stereo not given)	2	0.0	1.8	5

High-throughput results: PubChem, The Scripps Research Institute Molecular Screening Center

This is a random part of the collection. About 3.4% of those tested had a hit in this group.
